Screening data deposited in PubChem by several laboratories.
Rac1 act GTP bind: GTP binding modulators of activated mutant Rac1, primary screen, biochemical, bead-based flow cytometry, multiplex, fluorescent GTP; GST-Rac1 activated beads; actives lie on both sides; 100% means binding = to untreated wells; percent activity (GTP binding), % at 10 µM; hit rate 0.11% among 190,000; AID 764, 2007;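 active = GTP binding at least 20 percentage points away from the 100% baseline, in either direction, so actives lie on both sides; inconclusive = Compound likely fluorescent itself, or too few beads counted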
Cdc42 wt: modulators of GTP binding to wildtype Cdc42, primary screen, biochemical, multiplex bead flow cytometry, Bodipy-GTP. GST-Cdc42 beads; actives lie on both sides. Cell division control protein 42 homolog (Homo sapiens), P60953. percent activity (GTP binding), % at 10 µM. hit rate 0.2% among 190,000;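 active = percent activity GTP binding at least 20 points away from the 100% baseline, either down as inhibitor or up as activator; inconclusive = compound flagged as likely green fluorescent from well-wide comparison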;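 note: median bead fluorescence of bound Bodipy-FL-GTP at 100 nM; 0% = excess unlabeled GTP control and 100% = no compound control; below 100% means less GTP binding so inhibitor and above means activator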
Target sequence (P60953 whole entry, looked up): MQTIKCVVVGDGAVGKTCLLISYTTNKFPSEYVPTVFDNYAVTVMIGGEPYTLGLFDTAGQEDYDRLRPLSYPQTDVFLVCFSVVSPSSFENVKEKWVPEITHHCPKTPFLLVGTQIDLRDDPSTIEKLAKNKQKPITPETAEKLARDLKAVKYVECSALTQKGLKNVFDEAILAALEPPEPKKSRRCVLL
RGS8-Gao reg: RGS8-Galphao binding modulators, primary screen, biochemical, multiplexed bead flow cytometry; AID 1423, 2008; actives lie on both sides; hit rate 0.34% among 220,000; response (percent of control binding), % at 10 µM; in the data active = response below about 60% or above about 140%; inactive = in between;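 note: Galphao activated as the GDP aluminium fluoride complex binding bead-coupled RGS8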
Target sequence (P09471 whole entry, looked up): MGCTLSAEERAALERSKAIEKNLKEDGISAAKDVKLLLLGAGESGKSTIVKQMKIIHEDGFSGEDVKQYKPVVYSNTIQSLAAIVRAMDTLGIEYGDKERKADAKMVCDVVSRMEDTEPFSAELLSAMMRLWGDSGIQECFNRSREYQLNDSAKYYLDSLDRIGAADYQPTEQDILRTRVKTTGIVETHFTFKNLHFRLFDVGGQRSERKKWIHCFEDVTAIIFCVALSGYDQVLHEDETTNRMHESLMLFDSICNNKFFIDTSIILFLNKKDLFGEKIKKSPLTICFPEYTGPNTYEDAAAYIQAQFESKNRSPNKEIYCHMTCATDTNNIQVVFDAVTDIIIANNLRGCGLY
HRas wt GTP bind: modulators of GTP binding to HRas wildtype, primary screen, biochemical, bead-based flow cytometry, multiplex. hit rate 0.14% among 190,000. GST-Ras wt beads, Bodipy-FL-GTP binding; actives lie on both sides. GTP binding activity, % at 10 µM. AID 759, 2007. GTPase HRas (Homo sapiens), P01112;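 active = GTP binding activity at least 20% away from the 100% baseline, either lowered as inhibitor or raised as activator; inconclusive = flagged as likely green fluorescent, judged across all proteins in the well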;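 note: 0% = unlabeled GTP competition control and 100% = no-compound control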
Target sequence (P01112 whole entry, looked up): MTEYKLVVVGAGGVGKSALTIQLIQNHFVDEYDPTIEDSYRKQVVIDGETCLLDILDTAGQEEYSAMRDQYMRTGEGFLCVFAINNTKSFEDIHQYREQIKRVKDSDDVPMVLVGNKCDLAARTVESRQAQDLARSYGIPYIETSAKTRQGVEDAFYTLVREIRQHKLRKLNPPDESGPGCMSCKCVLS
Mcl-1 Bim block: inhibitors of Bim peptide binding to Mcl-1, primary screen, biochemical, bead-based flow cytometry, multiplex; AID 1009, 2008; Bim peptide-Mcl-1 binding; inhibition, % at 10 µM; hit rate 0.1% among 190,000; in the data active = inhibition above about 40%;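 note: 0% = no compound tracer wells and 100% = peptide blocker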
Pf gamet viab: late stage P. falciparum gametocyte viability inhibitors, primary screen, ATP luminescence, HTS. P. falciparum stage V gametocytes, 24 h. inhibition, % at 10.9 µM. hit rate 0.065% among 150,000;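 active = inhibition above the mean plus 3 SD of compounds within the control limits, set per campaign, cut at about 38% in these data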;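 note: 0% = DMSO wells and 100% = medium only without gametocytes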
Rac1 wt modul: wildtype Rac1 GTP binding modulators, primary screen, biochemical, GST-Rac1 beads, flow cytometry, multiplex; fluorescent GTP binding; actives lie on both sides; 0 = cold GTP competed, 100 = untreated; GTP binding activity (% of control), % at 10 µM; hit rate 0.27% among 190,000;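 active = GTP binding activity at least 20 points away from the 100% control level, either lower or higher; inconclusive = compound flagged as likely green fluorescent, judged across all proteins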
Rab7 wt modul: modulators of GTP binding to Rab7, primary screen, biochemical, wildtype, multiplex bead flow cytometry; Rab7 GTPase wild type (dog), Bodipy-FL-GTP binding; GST-Rab7 beads, fluorescent GTP binding; actives lie on both sides; untreated = 100%, excess cold GTP = 0%; GTP binding activity (percent of control), % at 10 µM; hit rate 0.055% among 190,000; AID 758, 2007;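 active = fluorescent GTP binding to Rab7 beads changed by at least 20 points from the 100% baseline, either direction, mostly lower; inconclusive = compound itself probably fluorescent, or too few beads counted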;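 note: median green fluorescence of bound Bodipy-FL-GTP per Rab7 bead population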
Rab2 wt GTP: modulators of GTP binding to Rab2A wildtype, primary screen, biochemical, dog, bead-based flow cytometry, multiplex. GST-Rab2 wt beads, Bodipy-GTP binding. GTP binding activity, % at 10 µM. hit rate 0.19% among 190,000;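 active = GTP binding activity at least 20 points away from 100%, either lowered or raised; inconclusive = signal likely due to the compound's own green fluorescence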;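 note: 0% = beads with excess unlabeled GTP and 100% = no-compound control corrected for plate trend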
Mcl1-Bid inh: Mcl-1/Bid binding inhibitors, primary screen, biochemical, TR-FRET, 1536-well; Induced myeloid leukemia cell differentiation protein Mcl-1 (Homo sapiens), Q07820; TR-FRET Mcl-1/Bid-Dy647 peptide binding; inhibition, % at 21.7 µM; hit rate 0.97% among 220,000; AID 1021, 2008;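 active = compounds that cut the binding signal by more than half at the single screening dose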;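 note: His-tagged Mcl-1 with europium anti-His antibody binding Bid BH3 peptide; 0% = Mcl-1 plus peptide wells and 100% = peptide-only wells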
Mcl1-Noxa inh: Mcl-1/Noxa binding inhibitors, primary screen, biochemical, TR-FRET, 1536-well; TR-FRET Mcl-1/Noxa peptide binding, 2 h; inhibition, % at 21.7 µM; hit rate 1.5% among 220,000;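 active = compounds that cut the protein-peptide binding signal by more than 50% relative to plate controls in a single-dose test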;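 note: His-tagged Mcl-1 with rhodamine Noxa BH3 peptide and terbium anti-His antibody; 0% = Mcl-1 plus Noxa peptide wells and 100% = peptide-only wells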
* marks the source's active call; other numbers are inactive results; ? = inconclusive; . = no result given. This is a random part of the collection; 2.9% or so of the library scored in one or more.

#	SMILES	Rac1 act GTP bind	Cdc42 wt	RGS8-Gao reg	HRas wt GTP bind	Mcl-1 Bim block	Pf gamet viab	Rac1 wt modul	Rab7 wt modul	Rab2 wt GTP	Mcl1-Bid inh	Mcl1-Noxa inh
1	O=C(CCn1cnc2ccccc2c1=O)Nc1ccc(Cl)c(Cl)c1	98.0	105.0	94.4	105.0	-3.0	12.2	103.0	106.0	104.0	-31.8	14.9
2	CC(C)(C)NC(=O)C(c1ccc(F)cc1)N(Cc1ccco1)C(=O)c1csnn1 (stereo unspecified)	99.0	105.0	101.0	103.0	3.0	27.2	106.0	102.0	101.0	-32.7	2.4
3	CC12CC(NC(=O)N1c1cccc(C(=O)Nc3ncn[nH]3)c1)c1ccccc1O2 (stereo unspecified)	98.0	102.0	101.7	100.0	-2.0	24.2	101.0	100.0	99.0	-0.7	-18.8
4	CCCN(C(=O)CCl)C1=CCCCC1	95.0	95.0	98.4	98.0	1.0	-4.3	96.0	104.0	99.0	-46.3	8.6
5	COc1cccc(CN(C)CC(=O)Nc2cc3oc4ccccc4c3cc2OC)c1	100.0	103.0	109.0	100.0	3.0	-8.7	104.0	103.0	100.0	-7.8	2.0
6	CCOc1cccc(CNc2ccc(O)cc2)c1OCc1ccc(Cl)cc1Cl	95.0	98.0	95.5	97.0	-4.0	-26.0	97.0	98.0	97.0	-12.7	3.5
7	COC(=O)c1cc2c(ccn2-c2ccc(F)cc2)n1C(C)C	99.0	103.0	103.6	103.0	-1.0	14.5	102.0	101.0	100.0	-41.5	-6.2
8	CN(Cc1ccccc1)C(=O)c1nc2ccccn2c1CN1CCCC1c1nccs1 (stereo unspecified)	95.0	98.0	98.6	97.0	-2.0	-20.9	101.0	96.0	94.0	-4.5	3.3
9	O=c1[nH]c2cc(Cl)c([N+](=O)[O-])nc2[nH]1	97.0	101.0	102.0	98.0	-5.0	-12.3	98.0	96.0	98.0	-19.7	11.8
10	COc1cccc(OCCn2cc(/C=N/NC(=O)c3ccncc3)c3ccccc32)c1	100.0	96.0	105.0	97.0	-6.0	-6.3	99.0	101.0	97.0	0.0	0.8
11	CC(=O)Nc1ccc(Sc2ncccc2C(=O)Nc2ccc(OC(F)(F)F)cc2)cn1	94.0	98.0	98.7	99.0	0.0	-1.2	97.0	96.0	96.0	-28.9	-3.9
12	CC(=O)N1CCC(N(CCN2CCOCC2)C(=S)Nc2cccc(C)c2)CC1	98.0	97.0	88.3	97.0	-2.0	4.1	103.0	97.0	97.0	-4.2	5.2
13	Cc1cccc(NCc2nc3ccccc3n2Cc2ccccc2)c1	98.0	97.0	104.1	98.0	1.0	-3.2	98.0	98.0	99.0	-85.3	22.7
14	Cc1ccc(NC(=S)c2nc3ccccc3[nH]2)cc1	99.0	101.0	103.3	103.0	-4.0	13.8	105.0	104.0	99.0	-81.7	-88.5
15	Cc1ccc(-n2c(C)cc(/C=N/NC(=O)CC3(C)OCCO3)c2C)c(C)c1	97.0	99.0	108.0	99.0	-44.0	.	100.0	100.0	99.0	-25.4	2.5
16	COCCNC(=O)CSc1nc2c(n1-c1ccccc1)CCCC2	98.0	106.0	100.5	102.0	-1.0	.	105.0	97.0	98.0	-91.1	3.1
17	O=C(CN1C(=O)c2ccccc2C1=O)OCCOCCN=C1NS(=O)(=O)c2ccccc21	94.0	93.0	102.8	94.0	0.0	15.8	94.0	101.0	97.0	2.3	9.8
18	CCOC(=O)CC(N)c1ccc(OC)cc1 (stereo unspecified)	99.0	103.0	100.0	102.0	0.0	.	99.0	97.0	101.0	9.9	-0.7
19	Cc1ccc2[nH]c(C)c(CCNC(=O)c3cc4cc([N+](=O)[O-])ccc4oc3=O)c2c1	100.0	99.0	101.0	101.0	-1.0	11.9	106.0	96.0	100.0	-11.5	18.8
20	Cn1nnnc1SCc1cc(=O)[nH]c2ccccc12	103.0	105.0	99.6	103.0	0.0	-12.7	105.0	99.0	102.0	-7.7	14.2
21	O=c1c2ccccc2c(-c2ccc(F)cc2)nn1-c1ccc(C(F)(F)F)cc1	97.0	97.0	101.7	97.0	-2.0	.	98.0	95.0	99.0	7.4	11.0
22	COc1cc(CNc2ccc3c(c2)OCCO3)ccc1OCC(N)=O	96.0	96.0	100.4	97.0	1.0	-6.0	96.0	98.0	99.0	-42.2	14.9
23	CC(C)(C#N)Nn1cnnc1	101.0	103.0	102.0	102.0	-6.0	.	105.0	98.0	102.0	6.1	-6.4
24	O=C1N(O)C2(C=CCCC2)/C(=N\O)C12CCCCC2 (stereo unspecified)	101.0	105.0	92.2	102.0	-1.0	.	104.0	91.0	105.0	-51.1	-17.7
25	Cn1c2ccccc2n2c(=O)c(=O)n(CC(=O)c3ccc(F)cc3)nc12	97.0	103.0	98.4	102.0	-2.0	.	107.0	104.0	104.0	-16.9	6.0
26	COc1ccc(N2CCN(C(=O)c3cccc(Br)c3)CC2)c([N+](=O)[O-])c1	98.0	96.0	101.6	99.0	0.0	-0.4	100.0	103.0	99.0	-32.6	9.5
27	CC(=O)c1cccc(CN2CCN(C(C)C)C(CCO)C2)c1 (stereo unspecified)	98.0	100.0	98.5	97.0	-4.0	-9.7	98.0	96.0	95.0	-9.2	16.1
28	O=C(NC12CC3CC(CC(C3)C1)C2)N1CCN(C(=O)c2ccco2)CC1	?	?	100.0	?	-3.0	7.5	?	?	?	-9.9	-5.5
29	CCOC(=O)c1c(-c2ccccc2)csc1/N=C/C1C(=O)CCCC1=O	101.0	98.0	97.9	100.0	11.0	-1.9	102.0	102.0	100.0	-24.3	20.6
30	COCCNC(=O)CN(c1ccccc1OC)S(C)(=O)=O	101.0	103.0	101.5	101.0	1.0	-8.7	105.0	98.0	97.0	-28.2	-10.9
31	Clc1ccc(/C(Cc2nc3ccccc3[nH]2)=N\Nc2ccccc2)cc1	97.0	98.0	101.1	98.0	-1.0	3.6	101.0	101.0	96.0	-45.4	-81.2
32	O=C(Oc1ccc([N+](=O)[O-])cc1)c1cc(-c2ccccc2)nc2ccccc12	89.0	94.0	99.4	94.0	2.0	.	91.0	94.0	94.0	23.4	21.6
33	CCCC(C)NCC(=O)Nc1ccccc1-c1ccccc1 (stereo unspecified)	101.0	101.0	111.2	102.0	-3.0	-20.4	102.0	105.0	103.0	22.0	16.4
34	O=P(CCNCc1ccco1)(c1ccccc1)c1ccccc1	95.0	102.0	99.5	99.0	1.0	24.6	99.0	97.0	99.0	-18.4	-8.3
35	CC(C)C(=O)Nc1nnc(CCc2nnc(NC(=O)C(C)C)s2)s1	100.0	101.0	100.9	102.0	-1.0	-14.5	103.0	101.0	100.0	-3.9	8.4
36	O=C(CSc1n[nH]c(-c2cccnc2)n1)Nc1ccccc1	98.0	102.0	104.1	100.0	0.0	0.3	102.0	104.0	97.0	-3.4	0.9
37	Cc1ccc(-c2n[nH]c(=S)n2/N=C/c2c(C)[nH]n(-c3ccccc3)c2=O)cc1	87.0	91.0	86.4	92.0	0.0	-13.0	92.0	92.0	92.0	-28.5	42.8
38	CCCN(CCC)C(=O)Cn1c(=O)n(CCCCC(=O)NC2CCCC2)c(=O)c2ccccc21	99.0	101.0	98.6	101.0	-2.0	20.2	102.0	100.0	101.0	2.8	2.6
39	COc1ccc(CNCc2c(C(=O)N(C)C)nc3ccc(Cl)cn23)c(OC)c1	96.0	98.0	102.9	99.0	0.0	-2.7	101.0	106.0	100.0	-20.3	1.7
40	CCOc1ccc(Nc2ncnc(N)n2)cc1	99.0	102.0	102.3	100.0	0.0	-15.2	104.0	94.0	98.0	-10.4	11.4
41	NC(=O)COc1ccc(-n2cnnn2)cc1	92.0	92.0	98.1	93.0	0.0	.	88.0	92.0	94.0	-32.0	42.2
42	CCC(NC(=O)/C(=C\c1ccc2c(c1)OCO2)NC(C)=O)C(=O)O (stereo unspecified)	100.0	102.0	100.2	101.0	-3.0	-1.3	106.0	100.0	98.0	-19.4	18.8
43	Cc1ccc(C)c(S(=O)(=O)Nc2ccccc2C(=O)Nc2ccc(S(=O)(=O)Nc3ncccn3)cc2)c1	97.0	100.0	102.5	97.0	-3.0	-1.5	101.0	99.0	96.0	-2.1	20.3
44	COc1cccc(NC(=O)CCS(=O)(=O)c2cccs2)c1	100.0	102.0	103.1	101.0	-4.0	.	112.0	102.0	102.0	-3.3	-16.0
45	COc1cc(C)ccc1S(=O)(=O)N1CCN(C23CC4CC(CC(C4)C2)C3)CC1	100.0	97.0	100.8	97.0	2.0	.	103.0	98.0	100.0	-18.3	7.3
46	Cc1cccc2cc(CN(Cc3ccc(F)cc3)C(=O)C(F)(F)F)c3nnnn3c12	100.0	98.0	102.4	99.0	-4.0	-3.2	103.0	98.0	98.0	-7.1	-14.4
47	COCCn1c(C)cc(C(=O)COC(=O)c2ccc(NC(=O)CC#N)cc2)c1C	100.0	104.0	102.1	101.0	-3.0	30.1	108.0	101.0	103.0	-8.0	43.2
48	COc1cccc(CN(C(=O)c2cc3ccccc3oc2=O)C2CC2)c1	98.0	100.0	88.5	99.0	-2.0	8.0	96.0	96.0	98.0	-28.1	-6.5
49	Fc1ccc(C(c2nnnn2C2CCCC2)N(Cc2ccco2)CC2CCCO2)cc1 (stereo unspecified)	94.0	95.0	99.5	97.0	-3.0	-7.5	96.0	96.0	94.0	-16.5	-4.9
50	COc1ccc(Cc2nn3c(Cn4nnc5ccccc54)nnc3s2)cc1	94.0	99.0	99.2	96.0	-8.0	.	95.0	92.0	95.0	-3.3	40.0
51	Cc1ccccc1OCc1n[nH]c(=S)n1-c1ccccc1	95.0	94.0	100.4	90.0	-4.0	-5.0	91.0	89.0	94.0	-49.6	12.2
